High-throughput results as filed in PubChem.
TDP1 cell noCPT: qHTS for Inhibitors of human tyrosyl-DNA phosphodiesterase 1 (TDP1): qHTS in cells in absence of CPT | DT40 Tdp1-/- hTDP1 cells, no CPT, ATP luminescence, 48 h | Potency, µM (doses to about 46.2 µM), without a hit: top-dose activity change, negative = growth inhibition, usual class: inhibitors | actives 15% (n = 420,000); also: nearly all actives have a fitted effect of over 55% in size
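Growth of hTDP1-complemented DT40 Tdp1-knockout cells is measured by ATP luminescence after at least 48 hr compound exposure at 37 °C, with DMSO substituting for the 20 nM CPT used in the parallel screen.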
TDP1 block: TDP1 (human) enzyme inhibition. Q9NUW8. recombinant TDP1, AlphaScreen DNA substrate cleavage. Potency, µM (highest dose often 130 µM), for the others: at the top dose activity change, negative = inhibition, usual class: inhibitors. actives 0.28% (n = 350,000); also: nearly all actives have a fitted effect of over 40% in size
Target sequence (Q9NUW8 whole entry, looked up): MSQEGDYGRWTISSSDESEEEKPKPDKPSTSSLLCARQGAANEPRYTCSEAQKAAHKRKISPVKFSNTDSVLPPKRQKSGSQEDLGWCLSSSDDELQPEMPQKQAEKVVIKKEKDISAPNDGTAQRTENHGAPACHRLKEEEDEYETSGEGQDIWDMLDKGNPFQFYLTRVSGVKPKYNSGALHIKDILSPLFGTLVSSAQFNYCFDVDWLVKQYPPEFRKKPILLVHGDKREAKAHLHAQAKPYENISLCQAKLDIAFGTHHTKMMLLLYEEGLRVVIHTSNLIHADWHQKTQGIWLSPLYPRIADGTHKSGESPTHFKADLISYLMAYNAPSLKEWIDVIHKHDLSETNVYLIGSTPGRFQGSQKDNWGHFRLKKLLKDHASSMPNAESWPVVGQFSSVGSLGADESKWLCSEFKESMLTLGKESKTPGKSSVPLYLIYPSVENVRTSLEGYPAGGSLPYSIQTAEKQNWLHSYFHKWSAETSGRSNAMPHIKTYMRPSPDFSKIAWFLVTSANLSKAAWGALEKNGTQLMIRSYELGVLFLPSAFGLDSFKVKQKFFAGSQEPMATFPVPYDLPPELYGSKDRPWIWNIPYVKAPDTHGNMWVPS
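Recombinant E. coli-expressed Tdp1 (1 nM) preincubated with compound 15 min at RT, then 5'-biotin/3'-phosphotyrosine-FITC DNA substrate (15 nM) added for 5 min. AlphaScreen beads (10 ug/ml) added, 10 min RT; tyrosine-FITC cleavage read as signal loss.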
N370S GC mod: inhibits or activates N370S mutant glucocerebrosidase; P04062; N370S GC spleen homogenate, 4MU-glucoside fluorescence; Potency, µM (doses to about 59.4 µM), inactives show at the highest dose activity change, negative = inhibition, most hits filed as inhibitors; actives 0.092% (n = 330,000);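 also: 0% = full enzyme activity and -100% = no enzyme basal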
* marks the source's active call; other numbers are inactive results; ? = inconclusive; . = not tested or not shown; & = joins results of further samples; [ ] = remark or other dose. Calls follow the shape of the dose curve; as a rule, active = well fitted curve in the direction sought with a large enough effect; inconclusive = small, poorly fitted or top-dose-only effect, or another doubt; inactive = no such curve, though single readings can be large; an effect the other way counts as inactive or inconclusive. Unless noted, % is scaled to controls: 0 for no effect and ±100 for the full control effect; potency is read from the fitted curve at half-maximal effect. Not all compounds are listed, so the mix of outcomes need not match the whole.

SMILES	TDP1 cell noCPT	TDP1 block	N370S GC mod
Cn1c(N)c(C(=O)COC(=O)c2cc(-c3ccco3)nc3ccccc23)c(=O)n(Cc2ccccc2)c1=O	.	0%&-5%	2%&16%
Cn1c(=O)n(CC(=O)Nc2ccccc2)c2ccccc21	-19%	2%	1%
CC(C)O/N=C1\C(=O)N(c2ccccc2)c2ccccc21	?	0%	12%
CCOC(=O)C1CCCN(C(=O)c2sc3nc(-c4ccc(F)cc4)cn3c2C)C1 (stereo not drawn)	26µM*	-4%	26%
CCOc1ccc(CNS(=O)(=O)c2c(C(=O)N3CCC(C)CC3)c(C)n(C)c2C)cc1OC	-13%	9%	.
Cc1ccc(C)c(NC(=O)Cn2c(=O)n(Cc3ccco3)c(=O)c3oc4ccccc4c32)c1	10µM*	3%	.
CC(C)(C)c1ccc(-c2nn(CCC#N)cc2/C=N/O)cc1	-23%	8%	-7%
CCC(=O)Nc1ccc(O)cc1	-27%	-2%	.
CC(C)c1nn2c(=O)cc(COC(=O)c3ccc4c(c3)OCO4)nc2s1	-21%	3%	.
CCOC(=O)Cc1csc(NC(=O)c2sc3nc4cc(C)ccc4cc3c2N)n1	?	5%	-2%
CC(CN1CCOCC1)OC(=O)C(C)(c1ccccc1)c1ccccc1 (stereo not drawn)	?	2%	-5%
CCC(=O)Nc1ccc(C)cc1-c1nc2ccccc2n(CC(=O)c2ccc(C)cc2)c1=O	-19%	3%	.
CN(C)S(=O)(=O)c1cccc(-c2nnc3n2CCCCC3)c1	1%	4%	1%
COc1cc(/C=N/NC(=O)c2ccc(CN3C(=O)c4cccc5cccc3c45)cc2)cc(OC)c1O	?	0%	-17%
CC(C)c1ccc(NC(=O)COC(=O)c2nn(C)c(=O)c3ccccc23)cc1	0%	0%	.
O=C(Nc1ccccc1C(F)(F)F)C1CCN(C(=O)c2cccs2)CC1	7%	1%	-2%
CCc1ccc(C(=O)c2cn(Cc3ccc(F)cc3)c3cc(OC)c(OC)cc3c2=O)cc1	6.5µM*	3%	.
NC(=O)c1ccc(NCC2CCCO2)c([N+](=O)[O-])c1 (stereo not drawn)	-18%	.	-2%
COc1ccc(NC(=O)C(Cc2ccccc2)NC(=O)c2ccco2)cc1OC (stereo not drawn)	-2%	1%	-7%
Cc1onc(-c2ccccc2)c1C(=O)OCCOc1ccccc1F	?	.	19%
CCOc1ccc(NC(=O)Cc2ccccc2)c([N+](=O)[O-])c1	-28%	3%	0%
Cc1cc(C(=O)CSc2nnc(N)s2)c(C)n1C1CC1	3%	4%	4%
Cc1ccc(S(=O)(=O)N2CCCCC2)cc1NC(=O)CSc1nncn1-c1ccccc1	-19%	1%	-1%
CC(C)(C)OC(=O)NCCCCCNC(=O)c1[nH]cnc1C(=O)Nc1ccon1	?	2%	.
O=c1[nH]cnc(O)c1C(c1ccc([N+](=O)[O-])cc1)c1c(O)nc[nH]c1=O	-3%	.	4%
(next part)
SMILES	TDP1 cell noCPT	TDP1 block	N370S GC mod
COc1ccc(OC)c(C(=O)CSc2nc3ccccc3n2CC(=O)NC(C)(C)C)c1	-8%	0%	4%
CCOc1ccccc1C1CC(=O)Nc2cc(OC)c(OC)c(OC)c21 (stereo not drawn)	?	0%	5%
COc1ccccc1Oc1cc(C#N)c(C#N)cc1-n1nnc2ccccc21	18µM*	-1%	29%
Cc1cc(C)c(NC(=O)/C(=C/c2ccco2)c2ccccc2)c(C)c1	?	3%	5%
Cc1cc(-c2ccccc2)c2nncn2n1	-17%	5%	2%
COC(=O)CN(c1ccc(F)cc1)S(=O)(=O)c1ccc2c(c1)OCCO2	-19%	-6%	6%[2.35 µM]
CC(Sc1nnc(NC2CC2)s1)C(=O)Nc1ccc(S(N)(=O)=O)cc1 (stereo not drawn)	-2%	0%	.
CCCc1nc2ccccc2c(C(=O)OCC(=O)Nc2c(C)n(C)n(-c3ccccc3)c2=O)c1CC	16µM*	5%	13%
C=C1C[C@H](O[C@@H]2O[C@H](CO)[C@@H](O)[C@H](O)[C@H]2O)[C@@H]2[C@H](OC(=O)[C@H]2C)[C@H]2[C@H](C)[C@H](O)C[C@@H]12	2%	-5%	.
O=C(Nc1ccc2nc(N3CCOCC3)sc2c1)c1ccccc1	0%	2%	.
CCOC(=O)C1=C(C)OC(N)=C(C#N)C1c1ccoc1 (stereo not drawn)	?	7%	6%
c1ccc(CCNc2nc(-c3ccncc3)nc3ccccc23)cc1	18µM*	6%	14µM*
CSc1ccc(CCNC(=O)CN2C(=O)CCSc3ccccc32)cc1	?	.	5%
COc1ccccc1NC(=S)NC(NC(=O)CC(C)C)C(Cl)(Cl)Cl (stereo not drawn)	?	0%	12%
COP(=O)(OC)C(NC(=O)Nc1ccccc1)c1ccccc1 (stereo not drawn)	28%	6%	-2%
CC1(C)NC(=O)N(CC(O)COc2ccccc2[N+](=O)[O-])C1=O (stereo not drawn)	-3%	5%	4%
CSCCC(NC(=O)c1ccco1)C(=O)OCC(=O)Nc1sccc1C#N (stereo not drawn)	.	3%	6%
Cc1nn(-c2ccccc2)c(C)c1/C=N/NC(=O)CSc1nnc(SCc2ccccc2Cl)s1	?	-3%	?
Cc1cc(C)n2nc(C(=O)N3CCOCC3)nc2n1	-21%	5%	6%
CCCCC[C@H](O)/C=C/[C@@H]1[C@@H](C/C=C\CCCC(=O)O)[C@H]2CO[C@@H]1C2	-21%	2%&7%&5%	?
Cc1ccc(CNC(=O)C2CC(=O)N(C3CCCCCCC3)C2)cc1 (stereo not drawn)	-4%	8%	7%
COCCn1c(C)cc(C(=O)CSc2ncnc3sc4c(c23)CCC4)c1C	-8%	5%	5%
Cc1sc2ncnc(SCC(=O)Nc3nc(-c4ccc(F)c(F)c4)cs3)c2c1C	21µM*	5%	0%
COc1ccc(-c2nnc(SCC(=O)c3ccc[nH]3)n2-c2ccccc2)cc1	-29%	-1%	13%
CC(C)NC(=O)c1onc(CSc2ccc(F)c(F)c2)c1C(=O)O	-22%	9%	7%
(cont.)
SMILES	TDP1 cell noCPT	TDP1 block	N370S GC mod
Nc1nnnn1/N=C/C=C/c1ccccc1	-3%	2%	2%
Cc1ccc(-n2nnnc2CNC(=O)C(C)(C)C)cc1C	-10%	11%	.
CCc1nnc(SCC(=O)Nc2nc(C)c(C(=O)N(C)C)s2)n1CC	7%	0%	-2%
CCOC(=O)c1sc(=S)n(-c2ccccc2)c1N	-10%	3%[56.1 µM]	15%
Cc1cccc(-c2nc3c4ccccc4nc(N4CCN(c5cccc(Cl)c5)CC4)n3n2)c1	-24%	-1%	.
Cc1nnc(Sc2nc3c(c(=O)[nH]c(=O)n3C)n2CCCc2ccccc2)s1	.	1%	5%
Cc1nc2sc(C(N)=O)c(N)c2c2c1CCCC2	?	-1%	11%
CCCCC(O)CN1CCC(c2ccccc2)CC1 (stereo not drawn)	6%	-2%	.
COc1ccc(C2(C(=O)NCc3ccco3)CCCC2)cc1OC	?	-4%	1%
O=C1NCCCc2nonc21	0%	3%	-17%
COc1cccc(CNC(=O)C2CCCN(c3nc4ccccc4o3)C2)c1 (stereo not drawn)	-3%	5%	9%
N#Cc1ccccc1S(=O)(=O)N1CCN(C(=O)c2cc3c(s2)CCC3)CC1	-20%	5µM*	-10%
Cc1nnc(NC(=O)c2cccc(S(=O)(=O)N3CCN(C)CC3)c2)s1	-25%	.	-3%
CN(C)/C=C/C(=O)c1ccncc1	-5%	-5%	2%
CCNC(=S)N(Cc1cc2c(C)ccc(C)c2[nH]c1=O)C1CCCC1	?	-2%	-6%
Cc1nc2cc(NS(=O)(=O)c3cccc4cccnc34)ccc2s1	9.2µM*	.	-4%
Cc1ccc(NC(=O)CSc2ncn[nH]2)c([N+](=O)[O-])c1	-6%	-3%	.
CC(C)Cc1nnc(NC(=O)CCC(=O)N2CCN(c3ccccc3)CC2)s1	-3%	1%	-3%
CC1CCC/C(=C\Nc2ccc(C(=O)O)c(O)c2)C1=O (stereo not drawn)	?	.	-4%
Cc1ccc(/C=N/NC(=O)CSc2nc3ccccc3[nH]2)o1	-5%	.	-3%
O=C(CNS(=O)(=O)c1ccc2ccccc2c1)OCc1nnc(-c2ccccc2)o1	-27%	6%	-5%
O=C1CCCC/C1=N\Nc1ccc(C2CCCCC2)cc1	.	7%	17%
O=C(/C=C/c1cccs1)N1CCN(Cc2ccc3c(c2)OCO3)CC1	?	4%	1%
Cc1ccc(OCC(=O)NNC(=O)CSc2nnc(-c3ccc(C)cc3)n2C)cc1	-6%	2%	3%
CCO[C@@H]1OC(C(=O)NCc2nc3ccccc3[nH]2)=C[C@H](c2ccc(C(F)(F)F)cc2)[C@H]1CCCO	?	5%	?
Further entries follow.
SMILES	TDP1 cell noCPT	TDP1 block	N370S GC mod
CN(Cc1cn(-c2ccccc2)nc1-c1ccc2c(c1)OCO2)Cc1nccn1C	23µM*	6%	3%
Cc1ccc(NC(=O)CSCC(=O)Nc2cc(Cl)ccc2N2CCN(C)CC2)cc1	?	.	?
Cc1ccc2nc(-c3cccc(NC(=O)c4cccc5c(Cl)cccc45)c3)oc2c1	?	5%	.
C[C@H]1COc2c(C3(N)CC3)c(F)cc3c(=O)c(C(=O)O)cn1c23	-22%	12%	14%
CC1(C)C/C(=N\NC(=S)Nc2ccccc2F)c2cc(O)ccc2O1	4.1µM*	12%	-5%
CCOc1cccc(C2c3c(oc4ccccc4c3=O)C(=O)N2c2nc(C)c(C(=O)OC)s2)c1 (stereo not drawn)	1%	0%	.
COc1ccc(-c2cc(C(F)(F)F)nc(SCC(=O)N(C)Cc3ccccc3)n2)cc1	?	-1%	.
O=C(Cn1cnc2c(cnn2-c2ccc(F)cc2)c1=O)N1CCN(c2ccccc2)CC1	-18%	-2%[56.1 µM]	5%
Nc1cc(-c2ccc(Cl)cc2)nn1S(=O)(=O)c1cccc2nsnc12	?	9%	-22%
CCN(C(=O)COC(=O)c1ccc([N+](=O)[O-])o1)c1cccc2ccccc12	-5%	5%	.
O=C(CS(=O)(=O)c1cccc2nsnc12)N1CCN(c2cccc(C(F)(F)F)c2)CC1	21µM*	0%	.
CCOC(=O)/C(N=Nc1ccc(Cl)cc1)=C(/O)c1ccc([N+](=O)[O-])cc1	-10%	5%	6%
CCOc1ccc(/C(O)=C2\C(=O)C(=O)N(CCN(C)C)C2c2cccc(OC)c2OC)cc1Cl (stereo not drawn)	-6%	11%	-12%
O=C(Nc1ccc(Cl)cc1)c1cc2nc(C3CC3)cc(C(F)(F)F)n2n1	-8%	-3%	30%
CCOC(=O)C(O)(CC(=O)Nc1cc(F)ccc1C)C(F)(F)F (stereo not drawn)	-26%	-8%	3%
CCn1c(C)cc(O)c(C(=O)Nc2cccc(Cl)c2)c1=O	3.7µM*	-9%	6%
COc1nc(Nc2ccc([N+](=O)[O-])cc2)nc(NC2CCCCC2)n1	?	11%	-3%

Compounds shown so far with an aryl methoxy group:
SMILES	TDP1 cell noCPT	TDP1 block	N370S GC mod
CCOc1ccc(CNS(=O)(=O)c2c(C(=O)N3CCC(C)CC3)c(C)n(C)c2C)cc1OC	-13%	9%	.
COc1cc(/C=N/NC(=O)c2ccc(CN3C(=O)c4cccc5cccc3c45)cc2)cc(OC)c1O	?	0%	-17%
CCc1ccc(C(=O)c2cn(Cc3ccc(F)cc3)c3cc(OC)c(OC)cc3c2=O)cc1	6.5µM*	3%	.
COc1ccc(NC(=O)C(Cc2ccccc2)NC(=O)c2ccco2)cc1OC (stereo not drawn)	-2%	1%	-7%
COc1ccc(OC)c(C(=O)CSc2nc3ccccc3n2CC(=O)NC(C)(C)C)c1	-8%	0%	4%
CCOc1ccccc1C1CC(=O)Nc2cc(OC)c(OC)c(OC)c21 (stereo not drawn)	?	0%	5%
COc1ccccc1Oc1cc(C#N)c(C#N)cc1-n1nnc2ccccc21	18µM*	-1%	29%
COc1ccccc1NC(=S)NC(NC(=O)CC(C)C)C(Cl)(Cl)Cl (stereo not drawn)	?	0%	12%
COc1ccc(-c2nnc(SCC(=O)c3ccc[nH]3)n2-c2ccccc2)cc1	-29%	-1%	13%
COc1ccc(C2(C(=O)NCc3ccco3)CCCC2)cc1OC	?	-4%	1%
COc1cccc(CNC(=O)C2CCCN(c3nc4ccccc4o3)C2)c1 (stereo not drawn)	-3%	5%	9%
COc1ccc(-c2cc(C(F)(F)F)nc(SCC(=O)N(C)Cc3ccccc3)n2)cc1	?	-1%	.
CCOc1ccc(/C(O)=C2\C(=O)C(=O)N(CCN(C)C)C2c2cccc(OC)c2OC)cc1Cl (stereo not drawn)	-6%	11%	-12%
COc1nc(Nc2ccc([N+](=O)[O-])cc2)nc(NC2CCCCC2)n1	?	11%	-3%
